Pf gamet viab: P. falciparum stage V gametocyte viability inhibition; P. falciparum stage V gametocytes, ATP luminescence, 24 h; inhibition, % at 10.9 µM; 0.065% of 150,000 active; AID 743093;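 active means inhibition above the mean plus 3 SD of compounds within the control limits, set per campaign, cut at about 38% in these data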;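 further: 0% = DMSO wells and 100% = medium only without gametocytes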
* marks the source's active call; other numbers are inactive results. Only part of the results is shown, so the mix of outcomes need not match the whole.

SMILES	Pf gamet viab
Cc1nnc(SCC(=O)N2CCCC2)n1-c1ccc(F)cc1	-12
COC(=O)c1cccc(Oc2nc3c(c(=O)n(C)c(=O)n3C)n2Cc2ccc(C)cc2)c1	-6
CC(=O)Oc1ccc(N(C(C)=O)S(=O)(=O)c2ccc(C)cc2)c2ccccc12	-37
Cc1ccccc1CC1(CO)CCCN(C(=O)Cc2c(F)ccc(F)c2F)C1 (configuration not stated)	11
O=C(c1ccccc1)N1N=C(C(F)(F)F)CC1(O)c1ccc(F)cc1 (configuration not stated)	2
COc1ccc(CN(C)C2CCN(C)CC2)cc1OC	-23
CN(C)Cc1ccccc1Sc1ccc2c(c1)CCCC2	8
CC1CCCC(C)N1CC(O)Cn1c2ccccc2c2ccccc21 (configuration not stated)	-9
CCc1ccccc1-n1ncc(C(=O)Nc2ccc(OC)cc2)c1C	-10
O=C(c1ccc(Cl)c(Cl)c1)N1CCN(Cc2ccc3c(c2)OCO3)CC1	8
COCCOCC(=O)Nc1ccc(S(=O)(=O)Nc2cc(C)nc(C)n2)cc1	-6
O=C(OCCc1cc2ccccc2c(=O)o1)c1ccccc1C(F)(F)F	-19
COc1ccc(NC(=O)CCN2CCN(c3ccccc3F)CC2)c(OC)c1	6
O=C(N[C@@H]1CCC(=O)N(CC[C@H](Sc2ccccc2)c2ccccc2)CC1)OCc1ccccc1	3
Fc1ccc(/C=N/Nc2cc(N3CCOCC3)ncn2)cc1	-31
CCOCCCNC(=O)C1CCN(Cc2ccc(OCc3ccccc3)c(OC)c2)CC1	-3
COc1ccc(CCNC(=O)c2cccc(C(=O)NCCc3ccc(OC)cc3)n2)cc1	3
C=CC[C@H](CC(=O)NCCO)C(=O)N[C@@H](C)COC(=O)[C@@H](CC=C)CC(=O)OC(C)(C)C	-11
CN(C)CCNC(=O)c1c(CSc2ccc(Cl)cc2)noc1C(=O)NCc1ccccc1	13
C[C@@]12C(=O)Nc3ccc(Br)cc3C(=O)N1[C@H]1c3cc(Br)ccc3OC[C@@H]1[C@@H]2c1ccccc1	10
CC(C)(C)OC(=O)[C@H](Cc1ccccc1)NC(=O)c1nc[nH]c1C(=O)N[C@@H](CCCCN)C(=O)OC(C)(C)C	11
O=C(Nc1ccc2c(c1)OCO2)C1CC(c2ccccc2O)=NO1 (configuration not stated)	-3
COC(=O)c1ccc(-c2cc3onc(-c4ccccc4)c3c(=O)n2C)cc1	0
CC(C)=NOCC(=O)Nn1c(COc2ccccc2)nc2ccccc2c1=O	1
CCSC(=Nc1ccccc1)N1CCOCC1	7
Clc1ccccc1-c1ccc2ncnc(NCc3cccnc3)c2c1	19
CC(=O)C[C@@H](O)CC(=O)[C@@H]1OC(=O)CCCCCCc2ccccc21	1
Cn1c(=O)c2c(nc(Oc3cccc(O)c3)n2C)n(C)c1=O	3
OC(COc1ccc(Br)cc1)CN1CCN(c2ccccc2)CC1 (configuration not stated)	2
CN(CCOCCOc1ccc(F)cc1)Cc1ccccc1	9
CCOC(=O)CN1C(=O)S/C(=C\c2ccc(-c3cccc(C(=O)O)c3C)o2)C1=O	-15
CCOC(=O)[C@@H]1[C@H]2COc3ccccc3[C@@H]2N2C(=O)N(c3cccc(Cl)c3)C(=O)[C@]12C	-12
Cc1ccc(-c2cc(-c3ccc(C)cc3O)[nH]n2)cc1	-18
COc1ccc(N(CC(=O)Nc2ccccc2F)S(=O)(=O)c2ccc(OC)c(OC)c2)cc1	8
O/N=C/c1cc(Br)ccc1OCc1ccc(F)cc1	4
COc1ccc(OC)c(-c2nnc3n2N=C(c2ccc(OC)c(OC)c2)CS3)c1	-3
CC1CCCCN1S(=O)(=O)Cc1ccccc1Cl (configuration not stated)	0
CCCC[C@@H]1CNCCN1CCc1cccc2ccccc12	6
Cn1c(=O)[nH]c(=O)c2c1nc(SCCCO)n2CCCc1ccccc1	3
CC(C)CN1CCC(=O)N(CCN=[N+]=[N-])CC1	5
NC(=O)C1CCN(c2nc(-c3cccnc3)cs2)CC1	3
CCO[C@@H]1OC(C(=O)NCc2nc3ccccc3[nH]2)=C[C@H](c2coc3ccccc3c2=O)[C@H]1CCCO	9
CC(=O)N1CC(=O)N(c2ccccc2)C1=O	5
CCC(CO)Oc1cc(NC(=O)c2ccccc2)c2ncn(C(C)C)c2c1 (configuration not stated)	-4
CNC(C)C#Cc1ccc2oc3cc(C)c(C)cc3c(=O)c2c1 (configuration not stated)	9
CC(=O)C[C@@H](O)CC(=O)[C@H]1OC(=O)CC/C=C\Cc2ccccc21	33
O=C(Nc1ccc(Br)c(Br)c1)C1CCCO1 (configuration not stated)	9
Cc1ccc(C)c(NC(=O)CN2C(=O)c3ccccc3C2=O)c1	23

3 compounds from above, ordered by number of heavy atoms, lowest first:
SMILES	Pf gamet viab
CC1CCCCN1S(=O)(=O)Cc1ccccc1Cl (configuration not stated)	0
NC(=O)C1CCN(c2nc(-c3cccnc3)cs2)CC1	3
Cc1ccc(C)c(NC(=O)CN2C(=O)c3ccccc3C2=O)c1	23

Continued:
SMILES	Pf gamet viab
CNC[C@H](CC1CCCCC1)NC[C@H](NCCC1CCCC1)[C@H](C)O	-2
COc1ccc(C(=O)NCCCCc2ccccc2)cc1	2
COc1ccc(NC(=O)CN2C(=O)COc3ccc(C)cc32)c(OC)c1	1
COc1cccc(NC(=O)CN2CCCCCC2)c1	15
O=C(NCCc1ccccc1F)C1CCC(=O)N(CCCN2CCCC2=O)C1 (configuration not stated)	-7
O=C(Nc1ccc(S(=O)(=O)Nc2ncccn2)cc1)c1ccccc1	-4
COc1ccc(NC(=O)CC(C(=O)O)C(C)c2ccccc2)cc1 (configuration not stated)	-19
O=S(=O)(c1ccc(F)cc1)N1CCN(c2ccc(F)cc2)CC1	15
Cc1ccc(C(=O)Nc2ccc(N3CCCCC3)cc2)cc1	-4
CC(C)C[C@@H](C(=O)O)N(Cc1cccc(CN([C@@H](CC(C)C)C(=O)O)S(C)(=O)=O)c1)S(C)(=O)=O	-15
O=S(=O)(c1cccc(Cl)c1)N1CCN(S(=O)(=O)c2ccc3c(c2)OCCO3)CC1	1
Cc1ccc(-c2nnn(CC(=O)N3C(C)CCCC3C)n2)cc1 (configuration not stated)	-5
Cn1c(=O)c2c(nc(CN3CCN(c4cccc(Cl)c4)CC3)n2CCc2ccccc2)n(C)c1=O	2
Cc1cc(C)cc(NC(=S)N2CCC(C(=O)c3ccc(F)cc3)CC2)c1	-5
C[C@@]12C(=O)N(Cc3ccco3)CC(=O)N1[C@H]1c3cc(Cl)ccc3OC[C@@H]1[C@@H]2c1ccccc1	10
COCCN(C(=O)c1snc(C(N)=O)c1N)C(C(=O)NC1CCCCC1)c1cc(OC)c(OC)c(OC)c1 (configuration not stated)	-19
O=C(COC(=O)c1cc(=O)[nH]c2ccccc12)Nc1nc(-c2ccc(F)cc2)cs1	23
NC(=O)COc1ccc2cc(-c3ccc(F)cc3)c(=O)oc2c1	11
CCOc1ccccc1N(CC(=O)Nc1cc(OC)ccc1OC)S(=O)(=O)c1ccccc1	15
Cc1ccc(C)c(N2C(=O)CC(Cc3ccc(Cl)cc3)C2=O)c1 (configuration not stated)	22
CC(C)(C)c1csc(NC(=O)CCc2ccccc2)n1	9
O=C(NCCNCCO)C1(C(F)(F)F)C/C(=C\CCO)CCCO1 (configuration not stated)	7
Cc1noc(C)c1S(=O)(=O)Nc1ccc2c(c1)C(=O)N([C@H](C)CO)C[C@H](C)[C@@H](CN(C)S(=O)(=O)c1ccccc1)O2	-12
O=C(c1ccccc1)N1CCC(CC2CC(c3ccc(Cl)cc3)=NO2)(C(=O)NCC2CCCCC2)CC1 (configuration not stated)	-15

Gathered by group: the compounds so far containing a tert-butyl group
SMILES	Pf gamet viab
C=CC[C@H](CC(=O)NCCO)C(=O)N[C@@H](C)COC(=O)[C@@H](CC=C)CC(=O)OC(C)(C)C	-11
CC(C)(C)OC(=O)[C@H](Cc1ccccc1)NC(=O)c1nc[nH]c1C(=O)N[C@@H](CCCCN)C(=O)OC(C)(C)C	11
CC(C)(C)c1csc(NC(=O)CCc2ccccc2)n1	9

More structures follow:
SMILES	Pf gamet viab
Cc1c(C(c2cc(O)ccc2Cl)c2c(C)n(C)n(-c3ccccc3)c2=O)c(=O)n(-c2ccccc2)n1C	-3
CC(=O)NS(=O)(=O)c1ccc(NC(=O)c2ccc3c(c2)OCO3)cc1	14
O=C(c1ccccc1)C(O)(Cc1ccccc1)c1ccccc1 (configuration not stated)	9
O=C(NCc1ccc(Cl)cc1)N1CCN(Cc2ccccc2)CC1	-12
CN(Cc1ccccc1)C(=O)c1ncn(Cc2ccccc2)c1C(=O)N(C)Cc1ccccc1	-16
O=C(c1ccc([N+](=O)[O-])cc1)N1CCN(c2ncccn2)CC1	9
CC(NC(=O)CCC(=O)NC(C)c1ccccc1)c1ccccc1 (configuration not stated)	8
O=S1(=O)CCO[C@H]2Cc3ccccc3[C@H]2N1Cc1ccccc1F	-40
COc1ccc(-c2csc(NC(C)c3nc4cc(Cl)c(N5CCCCC5)cc4n3CCOCCO)n2)cc1 (configuration not stated)	4
O=C1C[C@@H]2c3c(cccc3CN1Cc1ccc(Br)cc1)C[C@@H](O)[C@H]2O	-18
COc1ccc([C@@H](NC(=O)OC(C)(C)C)C(=O)OC(C)(C)C)cc1	-35
O=c1c(-c2ccccc2)coc2c(CN3CCCCC3)c(O)ccc12	-6
CC(C)(C)C(=O)[C@@H]1[C@@H]2C(=O)N(C3CCCCC3)C(=O)[C@@H]2[C@H]2c3ccccc3C=CN12	10
Cc1ccc(NC(=S)N2CCN(c3ccccc3F)CC2)c(C)c1	-13
Cc1ccc(NC(=O)c2ccccc2F)c(NC(=O)c2ccccc2F)c1	0
Cc1cccc(NS(=O)(=O)c2cc(Cl)ccc2Cl)n1	-5
CC(=O)Nc1ccccc1C(=O)C(=O)Nc1ccc(F)c(Cl)c1	-11
Cc1ccc(NC(=O)CCN2CCC(Cc3ccccc3)CC2)cc1	-9
CCOC(=O)c1c(NC(=O)CSc2nnc(-c3ccc(Cl)cc3)o2)sc2c1CCC2	-1
CC(C)NC(=O)N(C)C[C@H]1Oc2ccc(NC(=O)Nc3ccc(C(F)(F)F)cc3)cc2C(=O)N([C@H](C)CO)C[C@@H]1C	4
Cc1ccc(NC(=O)N(C2=NCC(C)S2)c2ccccc2)cc1 (configuration not stated)	25
CCOC(=O)C1Nc2ccc(C(F)(F)F)cc2C2c3ccccc3CC12 (configuration not stated)	4
COc1cccc(CNCc2ccc3c(c2)OCO3)c1	-22
CCc1ccc(S(=O)(=O)Nc2nnc(N)s2)cc1	-12
CCCSc1ccc([C@H]2N[C@@](Cc3ccccc3)(C(=O)OC)[C@H]3C(=O)N(C)C(=O)[C@@H]23)cc1	-15
Oc1ccc(-c2cccc(-c3ccc(O)cc3)c2)cc1	4
Cc1ccccc1NC(=O)CCN1CCN(CCO)CC1	17
CSc1nc2c(c(=O)[nH]c(=O)n2C)n1Cc1ccc(Cl)cc1	-7
NC(=O)CC(NC(=O)c1ccccc1)c1ccc(NCCN2CCCCC2)c([N+](=O)[O-])c1 (configuration not stated)	-16
c1ccc(-n2ncc3c2ncn2nc(CSc4nc5ccccc5s4)nc32)cc1	-7
CC[C@@H](C)[C@H](CN[C@H](CNC)[C@@H](C)O)NCCc1ccc(OC)cc1	5
Cc1ccsc1/C=N/NC(=O)Cc1ccc([N+](=O)[O-])cc1	-10
O=C(O)c1cccc(-c2noc(-c3cccc(Cl)c3)n2)c1	-5
CN(c1ccccc1N(C)S(=O)(=O)c1ccccc1)S(=O)(=O)c1ccccc1	-12
CCOc1ccccc1NC(=O)c1cnccn1	-14
O=C1CC(=C2c3ccccc3-c3ccccc32)C(=O)N1CCN1CCN(c2ccccc2)CC1	1

Part of the list above, field by field:
structure: CC(=O)NS(=O)(=O)c1ccc(NC(=O)c2ccc3c(c2)OCO3)cc1
  Pf gamet viab: 14

structure: CN(Cc1ccccc1)C(=O)c1ncn(Cc2ccccc2)c1C(=O)N(C)Cc1ccccc1
  Pf gamet viab: -16

structure: COc1ccc([C@@H](NC(=O)OC(C)(C)C)C(=O)OC(C)(C)C)cc1
  Pf gamet viab: -35

structure: CC1CCCCN1S(=O)(=O)Cc1ccccc1Cl (configuration not stated)
  Pf gamet viab: 0

Further structures follow:
SMILES	Pf gamet viab
CC(=O)c1ccc(OC(=O)CCc2ccccc2)cc1	-8
CC(C)=CC(=O)O[C@@H]1Cc2c(ccc3ccc(=O)oc23)OC1(C)C	-20
CC1=C(C(=O)OC(C)C)C(c2ccccc2)NC(=O)N1C (configuration not stated)	17
Cc1ccc(OCCn2nnc3ccccc32)cc1C	1
CCS(=O)(=O)c1ncc(Cl)c(C(=O)Nc2ccccc2OC)n1	-9

Screening data: PubChem, The Scripps Research Institute Molecular Screening Center
